# Source: PubChem
# TCR activator: activators of T cell receptors; primary human leukocytes, anti-CD3, IL-2 HTRF, 48 h; 330,000 tested, under 10 active; Potency, µM (doses to about 9.22 µM), inactives show at the top dose activation of IL-2 secretion, usual class: activators; AID 504894; also: % of control where 0% means no effect
#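 TCR engagement came from a-CD3 beads alone, with compounds added to primary human leukocytes for 48 hr. Secreted IL-2 bridged europium cryptate- and d2-labelled anti-IL-2 antibodies, giving FRET emission at 665nm after 320nm excitation.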
# KCNH2 3.1 block: blocks the human KCNH2 3.1 channel isoform; U2OS KCNH2 3.1, thallium flux FluxOr; hits give low values; 340,000 tested, 0.95% active; activity change, % (tested at about 1.8 µM);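 active = maximum activity change below -70%; inconclusive = maximum activity change from -70% to -50%; inactive = maximum activity change above -50%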;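 also: thallium influx rate constant from kinetic fluorescence after stimulation buffer; % is scaled to controls: 0 for no effect and ±100 for the full control effect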
#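 Measured as rate of thallium-driven FluxOr signal in transduced U2OS cells carrying the 3.1 channel, read kinetically for 2 min upon stimulation; values are rate constants scaled to DMSO control wells.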
# TRPV1 ag: human TRPV1 agonism; Q8NER1; TRPV1-expressing cells, Fluo-8 calcium influx, agonist mode; activation, % at 8.33 µM; 320,000 tested, 0.19% active; AID 540275; in the data active = activation above about 80%; inconclusive = between about 30% and that limit; also: 0% is about no effect
#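 TRPV1-expressing cells were cultured overnight at 35.5C and loaded with Fluo-8 calcium dye for 40 to 90 min at room temperature. After a 10 s baseline, compound was added and calcium influx was read kinetically for 3 min (ex 480/em 520 nm).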
# USP2a inh: blocks human ubiquitin-specific protease USP2a; USP2 core, Ub-CHOP2 coupled fluorogenic reporter, 485/531; O75604; Potency, µM (highest dose often 38.3 µM), without a hit: at the top dose activity change, negative = inhibition, most hits filed as inhibitors; 330,000 tested, 0.01% active;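 also: potency is read from the fitted curve at half-maximal effect; plate controls were DMSO wells for no effect and full inhibition by NEM control for full effect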
#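 Cell-free coupled assay: 10nM USP2 core preincubated 30min RT with compound in Tris-HCl pH 8.0/CaCl2/CHAPS buffer, then 25nM Ub-CHOP2 and 25nM reporter substrate; fluorescence (Ex 485/Em 531) read after 60min RT, normalized to NEM inhibition, concentration-response curves fitted.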
# AT treatment: candidate therapy for ataxia-telangiectasia; […] A-T fibroblasts, KAP-1 phosphorylation AlphaLISA; neocarzinostatin DNA damage 30 min before lysis; Potency, µM (doses to about 57.5 µM), for inactives: at the top dose activation, usual class: activators; 320,000 tested, 0.19% active; also: potency is read from the fitted curve at half-maximal effect; % of control where 0% means no effect; nearly all actives have a fitted effect of over 45% in size
#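 ATM-like activity read as KAP-1 phosphorylation via AlphaLISA donor/acceptor antibody pairs after lysis and 6 hr at 25C. Cells were ATM-null patient fibroblasts ([…], hTERT), dosed 60 min, then exposed to the DSB inducer NCS for 30 min.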
# TSHR antagonist: antagonists of human thyroid stimulating hormone receptor | 330,000 tested, 0.2% active | TSHR-expressing cells, TSH-stimulated cAMP HTRF, 2 h; hits give low values | AID 504810 | activity change, negative = inhibition, % at 11.5 µM | P16473;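 active = activity change below a set negative limit, meaning inhibition stronger than a set level, cut at about -70% in these data; inconclusive = activity change between two set negative limits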; also: % is scaled to controls: 0 for no effect and ±100 for the full control effect
# Target sequence (P16473 whole entry, looked up): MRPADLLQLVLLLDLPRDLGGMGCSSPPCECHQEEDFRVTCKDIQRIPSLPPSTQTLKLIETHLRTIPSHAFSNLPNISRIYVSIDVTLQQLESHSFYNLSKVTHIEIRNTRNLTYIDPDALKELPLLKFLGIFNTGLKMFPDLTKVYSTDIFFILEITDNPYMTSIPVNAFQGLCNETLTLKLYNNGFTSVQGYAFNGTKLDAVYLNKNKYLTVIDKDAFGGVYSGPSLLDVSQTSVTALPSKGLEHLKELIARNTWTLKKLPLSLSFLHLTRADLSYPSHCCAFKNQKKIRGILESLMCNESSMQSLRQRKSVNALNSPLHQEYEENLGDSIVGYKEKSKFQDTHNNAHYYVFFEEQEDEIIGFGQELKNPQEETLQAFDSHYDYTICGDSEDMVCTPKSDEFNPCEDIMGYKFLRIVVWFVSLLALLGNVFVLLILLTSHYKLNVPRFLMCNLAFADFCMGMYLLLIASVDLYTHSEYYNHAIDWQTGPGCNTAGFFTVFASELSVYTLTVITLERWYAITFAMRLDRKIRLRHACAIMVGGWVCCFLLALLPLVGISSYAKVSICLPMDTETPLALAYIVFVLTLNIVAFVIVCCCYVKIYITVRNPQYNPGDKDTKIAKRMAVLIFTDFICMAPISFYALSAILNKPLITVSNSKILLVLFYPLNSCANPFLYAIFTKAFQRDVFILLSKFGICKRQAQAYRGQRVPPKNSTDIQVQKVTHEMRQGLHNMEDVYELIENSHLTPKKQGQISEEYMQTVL
#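 Antagonism was scored as loss of TSH-driven cAMP in TSHR cells, stimulated with 4nM TSH (EC80) for 2 hours at 37 deg C and detected by homogeneous HTRF competition immunoassay.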
# ELG1 repair inh: inhibitors of ELG1-dependent DNA repair in HEK293T cells; HEK293T ELG1-luciferase reporter, luminescence, 16 h; DNA damage induced by 5-fluorouridine; Potency, µM (highest dose often 46.1 µM), for inactives: at the top dose activity change, negative = inhibition, actives largely listed as inhibitors; 330,000 tested, 2.3% active; AID 504467; also: potency is read from the fitted curve at half-maximal effect; % is scaled to controls: 0 for no effect and ±100 for the full control effect; nearly all actives have a fitted effect of over 55% in size
#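 Overnight (16 hr) co-exposure of 2,000 cells/well to 5-fluorouridine and compound at 37 °C preceded detection. Luciferase was quantified via ONE-Glo luminescence; loss of signal denotes inhibition.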
# Eya2 phos inh: Eya2 (human) phosphatase inhibition; O00167; recombinant Eya2, OMFP fluorescence dephosphorylation (OMFP is methylfluorescein phosphate); Potency, µM (doses to about 76.9 µM), for the others: top-dose activity, negative = inhibition, most hits filed as inhibitors; 330,000 tested, 0.006% active; also: potency is read from the fitted curve at half-maximal effect; % is scaled to controls: 0 for no effect and ±100 for the full control effect
#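 Eya2 (0.2 uM) preincubated 10 min at ambient with compound, then OMFP substrate added at 50 uM; 10 min reaction in 50 mM HEPES pH 7.5, 50 mM NaCl, 5 uM MgCl2, 0.05% BSA, 1 mM DTT. Fluorescence read at Ex 485/Em 525 nm.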
# KCNH2 WT inh: blocks the wildtype human KCNH2 potassium channel; Q12809; U2OS, BacMam KCNH2, thallium flux FluxOr; hits give low values; activity change, % at 1.84 µM; 340,000 tested, 0.37% active;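 active = maximum activity change below -70%; inconclusive = maximum activity change between -70% and -50%; inactive = maximum activity change above -50%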; also: % is scaled to controls: 0 for no effect and ±100 for the full control effect
#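 U2OS cells were transduced with wild-type KCNH2 virus (2.03 x 10^8 / mL) for 4 h at room temperature, then cultured overnight at 37 C. Thallium flux was read with FluxOr dye. Rate constants were normalized to DMSO controls.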
# Mito fusion yeast: blocks mitochondrial division or promotes mitochondrial fusion | S. cerevisiae fusion-defective mutant growth rescue, CellTiterGlo 48 h | Potency, µM (titrated, usually from 46.1 µM), for the others: at the highest dose growth rescue (activation), hits mostly activators | 320,000 tested, 0.23% active;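 also: potency is read from the fitted curve at half-maximal effect; % of control where 0% means no effect; nearly all actives have a fitted effect of over 45% in size; temperature-sensitive fusion mutants such as fzo1-1 at 37 °C on non-fermentable ethanol glycerol medium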
#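 Temperature-sensitive fusion-defective S. cerevisiae (e.g. fzo1-1, mgm1-5) were grown with compound in YPEG medium (3% ethanol, 3% glycerol) for 48 hours at 37C. Growth rescue was measured as viability by CellTiterGlo luminescence after 10 minutes at ambient.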
# Numbers without * were called inactive; i = inactive; ? = inconclusive; nt = not tested or not shown; [ ] = remark or other dose. Unless noted, calls follow the shape of the dose curve; as a rule, active = well fitted curve in the direction sought with a large enough effect; inconclusive = small, poorly fitted or top-dose-only effect, or another doubt; inactive = no such curve, though single readings can be large; an effect the other way counts as inactive or inconclusive. This is a subset; the hit share may differ from the screen's.
SMILES,TCR activator,KCNH2 3.1 block,TRPV1 ag,USP2a inh,AT treatment,TSHR antagonist,ELG1 repair inh,Eya2 phos inh,KCNH2 WT inh,Mito fusion yeast
COc1ccc(NC(=O)CC2C(=O)N(c3ccc(OC)cc3)C(=O)N2CCN2CCN(C)CC2)cc1 (centres undefined),2.7%,-13.7,-7.6,-1.5%,4.0%,-0.4,18.1%,-0.5%,12.7,0.3%
CCC(C(=O)OC)n1cnc2c(nnn2-c2ccc(OC)cc2)c1=O (centres undefined),-8.5%,5.6,7.5,1.7%,4.5%,-7.3,1.2%,-15.4%,-2.2,2.6%
O=C(O)c1cc(N/N=C/c2ccncc2)ccc1Cl,-1.6%,11.4,-0.8,1.5%,-3.9%,-5.1,-4.2%,1.4%,4.0,0.1%
COc1cccc(C2=NOC(C(=O)Nc3ccc4c(c3)OCO4)C2)c1OC (centres undefined),-3.4%,32.9,3.6,0.0%,2.8%,-7.3,-7.4%,-5.9%,-2.8,3.8%
COc1ccc(NC(=O)CSc2nc3ccccc3c(=O)n2C)cc1,nt,-0.9,-0.9,0.3%,12.2%,-14.8,?,9.7%,-1.4,-1.6%
Oc1ccc(/C=N/NC(=S)NCC2CCCO2)cc1 (centres undefined),-5.9%,-1.0,0.7,6.5%,2.0%,0.0,7.5%,-0.1%,-10.0,1.5%
Cc1c(Cc2ccccc2)c(=O)oc2cc(O)ccc12,0.3%,1.2,15.9,3.1%,-1.3%,-13.0,-8.0%,13.7%,-10.5,16.1%
CC1CCN(CC(=O)NC(=O)NCc2ccccc2)CC1,-0.4%[46.1 µM],-6.0,15.7,-0.2%,9.8%,2.2,11.5%,5.0%,0.1,-0.4%
N=C(c1cccc([N+](=O)[O-])c1)N1CCCCCC1,-6.5%,-11.7,1.0,-2.1%,-1.4%,-2.6,-2.7%,-2.6%,30.6,0.7%
Cn1c(COc2ccc([N+](=O)[O-])cc2)nnc1SCC(=O)NCC1CCCO1 (centres undefined),1.4%,18.0,-3.0,1.2%,5.5%,-0.9,-6.5%,13.2%,-8.8,6.0%
Cc1cccc(NC2=CC(=O)OC(C)C2)c1 (centres undefined),-3.6%,-12.8,0.1,1.5%,4.9%,14.5,2.9%,15.6%,-5.7,-2.1%
COc1ccc(C(CC(=O)O)NC(=O)COc2ccccc2)cc1OC (centres undefined),-3.2%,-11.4,-3.0,3.4%,5.2%,12.5,-10.6%,-0.8%,-3.0,-0.1%
Cc1cccc(OCC(=O)Nc2nnc(S(=O)(=O)N3CCCCCC3)s2)c1,5.5%,-0.2,-2.2,-0.6%,8.7%,-17.7,2.6%,5.8%,22.0,0.5%
Cc1cc(C)nc(NC(=O)COc2cc(Cl)cc(Cl)c2)n1,0.5%,-10.6,2.5,3.0%,4.3%,5.9,2.4%,5.2%,-11.3,0.1%
Cc1cc(C)n(CC(=O)N2c3ccccc3Sc3ccc(C(F)(F)F)cc32)n1,4.8%,14.6,16.4,0.5%,2.5%,-5.1,12.2%,1.8%,i,?
Cc1ccccc1C(=O)NNC(=O)C(=O)Nc1cccc(Cl)c1C,2.1%,-7.9,-3.9,-1.6%,1.6%,10.4,?,17.6%,-26.6,2.2%
COc1ccc(-c2c(NC(=O)c3ccco3)oc3ccccc3c2=O)cc1OC,-5.2%,8.1,1.1,-0.2%,14.5%,1.0,-2.7%,-2.8%,0.2,2.0%
O=C(Nc1ccc(N2CCOCC2)cc1)C1CCCN(S(=O)(=O)c2ccccc2)C1 (centres undefined),3.0%,-5.3,11.0,2.6%,1.5%,-24.7,-6.6%,0.5%,-7.6,6.2%
CCOc1ccc(OCC)c(NC(=O)CC2Oc3ccccc3NC2=O)c1 (centres undefined),3.5%,-5.4,23.3,2.5%,4.4%,-5.6,?,-6.0%,0.9,-1.7%
CCN(CC)c1ccc(NC(=O)C(C)C)cc1,4.7%,4.5,16.3,2.8%,-1.3%,-10.3,?,5.8%,-2.8,-2.6%
CCCSc1nc(N2CCOCC2)c2c(c1C#N)CC(C)(C)SC2,1.2%,0.1,?,4.0%,4.0%,-12.4,-20.1%,10.5%,6.8,-0.4%
CC(C)CC(=O)NS(=O)(=O)c1ccc(NC(=O)c2ccco2)cc1,-5.8%,9.3,0.7,0.5%,-3.7%,-17.9,?,0.1%,-5.0,11.5%
Cc1cc(C)c2nc(N3CCC(C(=O)NCc4cccnc4)CC3)sc2c1,0.8%,23.9,?,0.1%,0.1%,-1.1,-8.6%,-1.8%,-2.0,-0.3%
CC(C)C(=O)NC(c1ccc(Cl)cc1Cl)c1ccc2cccnc2c1O (centres undefined),-2.2%,-9.2,4.6,0.2%,-4.5%,-10.4,-27.3%,-2.0%,-11.2,5.0%
O=C(N/N=C/C(Cl)=C\c1ccccc1)c1cnccn1,3.7%,-12.1,23.1,5.9%,nt,-2.4,?,-3.0%,0.1,-0.1%
CCN(C(=O)CSc1nnc(-c2ccc(Cl)cc2)n1C)C1CCS(=O)(=O)C1 (centres undefined),-2.0%,-26.4,-1.5,1.7%,-8.6%,4.9,2.5%,-0.3%,6.8,9.5%
CCOc1ccc(C(C)=O)cc1CSc1nc2nc(C)cc(C)n2n1,1.7%,-2.1,-2.9,0.5%,-1.2%,0.8,-11.5%,4.4%,2.6,-1.3%
Nc1nnc(Cc2ccccc2F)s1,5.0%,0.0,1.0,0.1%,-0.2%,-0.3,5.9%,6.3%,1.0,2.2%
COc1cccc(SCC2(O)CCN(C(=O)c3ccc(Cl)cc3)CC2)c1,12.7%,-18.8,3.1,0.5%,3.8%,-0.3,7.8%,-6.5%,3.9,-2.8%
O=C(O)CCN(CCC(=O)O)c1nnc(SCc2ccccc2)s1,5.0%,-7.7,-0.9,-4.5%,nt,nt,23.8%,7.7%,-1.6,-4.6%
CC(C)Cn1c(=O)c2c(nc3n2CCCN3CCc2ccccc2)n(C)c1=O,-1.5%,-23.7,15.7,4.3%,6.8%,-21.5,?,11.7%,-4.4,25.4%
CCOC(=O)/C(C#N)=C/c1cccc(C)c1,6.3%,-2.7,6.0,3.3%,-0.1%,16.4,13.7%,20.7%,2.0,-0.9%
Cc1cc(C(F)(F)F)nc(SCC(=O)c2cccc([N+](=O)[O-])c2)n1,1.2%,-3.9,-0.3,1.0%,1.6%,-6.3,-3.9%,-18.0%,0.0,3.3%
CCN(Cc1ccccc1)C(=O)COC(=O)[C@@H]1CCCN1C(=O)c1cccs1,-5.8%[46.1 µM],-14.8,nt,0.5%,-7.4%,15.0,10.2%,-31.0%,-0.4,nt
COc1ccc(OC)c(-c2csc(NC(=O)CSCC(=O)Nc3cc(C)on3)n2)c1,6.3%,2.0,1.0,2.0%,7.0%,-2.3,-28.1%,?,13.9,-2.4%
CCc1nc(SCC(=O)Nc2cc(C)on2)c2c(=O)n(C)c(=O)n(C)c2n1,-10.6%,-13.2,1.5,6.9%,2.8%,-10.5,-16.1%,-26.0%,0.3,-3.8%
CC(C)c1ccc(CN(C(=O)c2cc3ccccc3oc2=O)C2CCS(=O)(=O)C2)cc1 (centres undefined),3.8%,4.0,-0.4,0.5%,2.8%,3.4,?,-39.5%,-11.6,-0.2%
CC(=O)Nc1ccc(NC(=O)CC(NC(=O)c2ccccc2)c2ccccc2)cc1 (centres undefined),-3.5%,20.3,0.3,-5.0%,12.0%,-1.1,2.2%,-5.2%,nt,5.9%
CCN(CC(=O)Nc1c(F)cccc1F)C(=O)CN1C(=O)C2CCCCC2C1=O (centres undefined),0.9%,11.1,0.3,1.0%,11.9%,-9.5,?,10.9%,-11.1,1.5%
O=C(Cc1ccccc1)NCC(=O)N1CCCC1,-3.2%,-4.7,1.2,-0.3%,-2.6%,0.7,-2.4%,14.9%,-3.4,2.4%
Cc1ccc(C2(C(=O)N3CCC(n4nc(-c5ccccc5)oc4=O)CC3)CC2)cc1,-0.5%,4.6,-2.6,-0.7%,8.3%,-1.4,-6.8%,-2.2%,1.2,0.5%
CC(=O)c1ccc(S(=O)(=O)N2CCCCC2C(=O)O)cc1 (centres undefined),3.5%,-3.7,-8.3,0.5%,-1.0%,-1.1,-2.6%,1.5%,-2.8,-2.2%
Cc1ccccc1Nc1nc(N)nc(COC(=O)C2CCCCC2)n1,-2.0%[46.1 µM],4.1,17.0,-2.3%,-11.7%,1.3,?,-15.7%,-7.2,9.6%
CCOc1cccc(-c2cc(-c3n[nH]c(=S)n3CC)c3ccccc3n2)c1,4.3%,-1.2,1.2,-7.7%,-11.0%,-8.5,-11.8%,-22.6%,-13.7,28.9%
